mHTT CaM bind: inhibitors of human mutant huntingtin-calmodulin interaction; AlphaScreen His-mHTT/GST-CaM binding, luminescence; inhibition, % at 15 µM; actives 3.6% (n = 190,000); AID 1671202;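 note: 0% = both proteins with DMSO and 100% = one protein alone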
Pf apPOL block: Pf-apPOL DNA polymerase inhibition. actives 0.25% (n = 210,000). AID 1794808. inhibition, % at 10 µM. Recombinant Pf-apPOL, molecular beacon fluorescence, 1.5 h
* = called active by the depositor; · = not tested or not shown; & = joins results of further samples. Cut-off read from the data, not from the text of the source: active = inhibition above about 50%; inactive = the rest.

SMILES	mHTT CaM bind	Pf apPOL block
Cc1c(C)c(C)c(C(=O)c2cccs2)c(C)c1C	·	0.4
CC(=O)Nc1cccc(N2CC(C(=O)NCCc3ccc(Cl)cc3)CC2=O)c1 (centres undefined)	9.7	-2.4
Cc1ccccc1C(OCCN(C)C)c1ccccc1 (centres undefined)	·	-11.5
COc1ccc(/C=C2\SC(=O)NC2=Nc2ccc(C)cc2)cc1	18.0	-1.2
O=C(CC1CCN(C(=O)C2CCCCC2)CC1)NCCC1=CCCCC1	19.8	1.8
O=C(Nc1nnc(CCS(=O)(=O)c2ccccc2)o1)c1sc2ccccc2c1Cl	35.2	-94.3
O=C(c1ccco1)N1CCN(S(=O)(=O)CCN2C(=O)CCCC2=O)CC1	-15.4	-2.8
COc1cc(NC(=O)c2cc3cc4ccc(C)cc4nc3s2)cc(OC)c1OC	10.0	-6.9
Cc1nnc(N2C(=O)C(O)=C(C(=O)c3cccs3)C2c2ccccc2F)s1 (centres undefined)	31.4	-7.9
CN1C(=O)Cc2ccccc2C1C(=O)N1CCN(c2ccccc2F)CC1 (centres undefined)	2.6	0.4
CCOc1ccc(NC(=O)CC2Sc3ccccc3NC2=O)c([N+](=O)[O-])c1 (centres undefined)	3.3	-6.2
COc1cccc(-c2cc(C3CCN(C(=O)NCc4ccc(C)cc4)CC3)[nH]n2)c1	27.3	-5.0
Cc1ccccc1CS(=O)(=O)CCC(=O)N1CCC2(CC1)OCCO2	0.0	-14.9
CCOc1ccc(-n2c(=O)c3sccc3n(CC(=O)Nc3ccc(OC)cc3)c2=O)cc1	-4.0	-3.4
CCCCn1c(SCc2nc3ccccc3[nH]2)nc2ccsc2c1=O	2.0	-1.0
O=[N+]([O-])c1ccccc1CN1CCc2ccccc2C1	1.0	-9.2
N#CC1=CN(c2cccc(C(F)(F)F)c2)c2ccccc2S1(=O)=O	-3.1	2.8
Cc1nn(-c2ccccc2)c2c1C(=O)C(Br)C(C)(C)C2Br (centres undefined)	-4.0	-0.8
Cc1ccc(C)c(NC(=O)N2CCc3nc[nH]c3C2)c1	-2.7	-1.8
O=C(C1=C(O)C(=O)N(CCN2CCOCC2)C1c1ccc([N+](=O)[O-])cc1)c1ccco1 (centres undefined)	-18.3	2.1
COc1cc(/C=C2\C(=O)NC(=O)N(c3ccc(Cl)cc3)C2=O)cc(Cl)c1O	10.0	-0.8
Cc1cc(C)c(NC(=O)c2csc3c2CCCC3)c(C)c1	-8.6	-1.4
COC(CNC(=O)c1ccc(N2CCCCCC2)c([N+](=O)[O-])c1)OC	12.0	-2.5
Cc1ccc(CN2CC(C(=O)N3CCNc4ccccc4C3)CC2=O)cc1 (centres undefined)	2.3	-3.2
O=C(Nc1ccccc1F)c1ccc2nc(-c3ccccn3)c(-c3ccccn3)nc2c1	9.4	0.6
Cc1c(Cl)cccc1NC(=O)C(=O)NCC1(c2ccc(F)cc2)CC1	-16.6	-2.5
O=C(Cn1nc(-c2ccc(Cl)cc2)c2ccccc2c1=O)NCc1ccccn1	16.0	-14.2
COC(=O)c1sc(C(C)(C)C)cc1CS(=O)(=O)c1ccc(Cl)cc1	·	-4.5
O=C(N(c1ccc(Br)cc1)C1C=CS(=O)(=O)C1)C12CC3CC(CC(C3)C1)C2 (centres undefined)	8.2	-4.8
COc1ccc(CNC(=O)c2ccc3c(c2)NC(=O)C2CCCCN32)cc1 (centres undefined)	-0.7	-7.3
CCOC(=O)COc1ccc2c(c1)OC(=Cc1cc(OC)c(OC)cc1OC)C2=O	9.9	-2.1
CCC1(C)CC(CCNCc2ccc(N(C)C)cc2)(c2ccc(OC)cc2)CCO1 (centres undefined)	86.0*	0.5
Clc1cc(Br)ccc1OCCCN1CCOCC1	-1.3	-6.7
Cc1noc(C)c1C1CCCN1Cc1ccccc1Cl (centres undefined)	-34.1	-0.8
Cc1ccc(Nc2cc(C(=O)O)c3ccccc3n2)c(C)c1	2.0	-4.7
CCCc1ncn2ccn(Cc3ccc(C#N)cc3)c(=O)c12	-0.5	-1.0
COc1cc2c(cc1NC(=O)c1ccccc1[N+](=O)[O-])oc1ccccc12	12.8	-5.0
O=[N+]([O-])c1ccn(-c2nc(-c3ccccc3)cc(C(F)(F)F)n2)n1	1.0	-1.6
O=C(NC(Nc1ccc(Cl)cc1)C(Cl)(Cl)Cl)c1cccnc1 (centres undefined)	6.0	0.8
Cc1nc2sccn2c1-c1csc(Nc2cccc(O)c2)n1	73.0*	-2.7
CC1CN(C(=O)Cc2ccc([N+](=O)[O-])cc2)CC(C)O1 (centres undefined)	-3.8	-1.9
CCn1nc(-c2nc(C)no2)ccc1=O	-5.4	-2.5
CC1=NS(=O)(=O)N(C)C=C1C(=O)OCc1cccc(C)c1	-24.2	-16.4
CCC1CN(C(=O)Nc2cccc(C)c2C)c2ccccc2O1 (centres undefined)	-10.5	-1.7
Fc1cnc(Nc2ccccn2)nc1N1CCOCC1	3.3	-4.9
COc1ccc(-c2noc(-c3ccc(N(C)Cc4ccccc4)nc3)n2)cc1	-3.5	2.6
COc1cc(C(=O)Nc2c3c(nn2-c2cc(C)cc(C)c2)CSC3)cc(OC)c1OC	-6.0	-3.9
Cc1ccccc1-n1[nH]c(C)c(C=Nc2ccccc2O)c1=O	28.0	-8.1
Nc1c(C(=O)NN=Cc2ccc(OCc3ccccc3)cc2)cnn1-c1ccccc1	·	-3.9
COc1ccc(C2SCCN2S(=O)(=O)c2ccc(F)cc2)cc1Br (centres undefined)	-33.0	2.9
O=C(NCc1cccnc1)c1ccc(CN2C(=O)C3CCCN3C(=O)c3ccccc32)cc1 (centres undefined)	7.5	-1.2
CCOC(=O)c1cccc(NC(=O)N2CC3CCCN3c3ccccc32)c1 (centres undefined)	77.5*	-0.3
Cc1ccc(S(=O)(=O)N2CCN(C3=CC4=NC(C)CN4C=N3)CC2)cc1C (centres undefined)	21.5	-3.5
O=C1CCCC2=C1C(c1ccc([N+](=O)[O-])cc1)n1nc(SCc3ccccc3F)nc1N2 (centres undefined)	3.0	-1.3
CC(=O)c1c(C)nc2ccccc2c1C(=O)O	-9.9	-4.8
OCCCCCCN(Cn1nnc2ccccc21)Cn1nnc2ccccc21	·	-7.7
CCOc1cc(C(=O)Nc2ccc(NC(=O)c3ccccc3)cc2)cc(OCC)c1OCC	-6.2	10.1
Cc1cc(/C=C2\SC(=O)N(Cc3ccc(F)cc3)C2=O)c(C)n1-c1cccnc1	17.0	-4.8
COc1cc2c(cc1OC)C(C)N(C=C(C#N)C#N)CC2 (centres undefined)	·	-1.0&2.6
O=C(CCS(=O)(=O)c1ccc(Br)s1)Nc1ccc(F)c(F)c1	-8.0	-4.8

Another view of part of the listing above:
Sequence of screens: mHTT CaM bind	Pf apPOL block
O=C(CCS(=O)(=O)c1ccc(Br)s1)Nc1ccc(F)c(F)c1
    -8.0	-4.8
O=C(NCc1cccnc1)c1ccc(CN2C(=O)C3CCCN3C(=O)c3ccccc32)cc1 (centres undefined)
    7.5	-1.2
COc1cc2c(cc1OC)C(C)N(C=C(C#N)C#N)CC2 (centres undefined)
    ·	-1.0&2.6
OCCCCCCN(Cn1nnc2ccccc21)Cn1nnc2ccccc21
    ·	-7.7

(continued)
SMILES	mHTT CaM bind	Pf apPOL block
COc1ccccc1/C=C1\Cc2ccccc2C1=O	23.0	-4.2
O=S1(=O)CCOCCCN1Cc1ccccc1Br	-1.3	-2.5
O=C(c1ccc(I)cc1)N1CCN(c2ccc(F)cc2)CC1	6.0	-1.5
CC(C)(C)C(=O)N1CCCC1c1ccc(F)cc1 (centres undefined)	2.6	-3.3
CCc1nnc(NC(=O)c2cccc(Br)c2)s1	-3.9	22.7
COc1ccc2c(=O)c3c(oc2c1)C(=O)N(CCN(C)C)C3c1cccc(OC)c1OC (centres undefined)	4.6	-9.3
CCOC(CNC(=O)c1ccc2c(c1)nc(C)n2-c1ccc(Br)cc1)OCC	21.0	-3.0
CCn1c(C2CCN(S(=O)(=O)c3cccc4nsnc34)C2)nc2cccnc21 (centres undefined)	-0.8	-6.5
Cc1noc(-c2nn(C)c3c2CN(C(=O)Cc2cccnc2)CC3)n1	-0.8	-2.2
Cc1cc(C)n(C(=O)CSc2ccc(Cl)cc2)n1	-7.8	-14.3
CC(=O)NC(=O)c1cc2ccccc2oc1=Nc1ccccc1C	4.0	-5.2
O=C(CC(NCc1ccco1)C(=O)O)Nc1cc(Cl)ccc1O (centres undefined)	4.9	0.7
Cc1ccc(NC(=O)C(=O)NCC2CCN(C(=O)COc3ccccc3)CC2)cc1C	6.2	-4.5
Cc1nc(-c2ccc(S(=O)(=O)N3CCCc4ccccc43)s2)cs1	·	-0.4
COc1ccc(CCC(=O)N2CCCC2c2cc(C(C)C)on2)cc1 (centres undefined)	-3.2	-6.5
CN(C)c1ccc(C2CC(c3ccccc3)=NN2C(=O)c2ccc(F)cc2)cc1 (centres undefined)	13.0	1.4
CN(CC(=O)N1N=C(c2cccs2)CC1c1ccccc1)C(=O)C1CC1 (centres undefined)	9.1	-4.5
O=C(O)c1ccc(Sc2nc3ccccc3o2)c([N+](=O)[O-])c1	-0.2	-11.1
Cc1ccc(NC(=O)CSc2nc3c(c(=O)n2Cc2ccccc2)SC(C)C3)cc1 (centres undefined)	15.0	7.3
CC1CCCC(NC(=O)c2ccc3c(c2)N(Cc2ccc(F)cc2)C(=O)CS3)C1C (centres undefined)	-8.0	-4.7
Cc1ccc([N+](=O)[O-])cc1N=Cc1nc(/C=C/c2cccc([N+](=O)[O-])c2)oc1O	8.0	0.3
CSCCC(C)(O)CNC(=O)C1(c2ccccc2)CCOCC1 (centres undefined)	2.3	-2.9
O=C(N/C(=C/c1cccc(Br)c1)C(=O)N1CCCCC1)c1ccco1	16.7	-1.7
O=C(NCC1CCCO1)c1ccc2ncnc(N3CCCCC3)c2c1 (centres undefined)	-5.9	-2.5
CCCc1[nH]c(Br)nc1-c1ccccc1	-1.0	-1.6
Cc1ccc(NC(=O)Cn2cc(-c3ccc(F)cc3)oc2=O)cc1	-4.6	-3.5
COc1ccc(NC(=O)N2CC(C)Oc3ccccc32)cc1OC (centres undefined)	-2.0	1.4
C=CCn1c(C(=O)NCCC)cc2sccc21	-0.4	-2.6
Cc1cccc(Cn2cnc3c2c(=O)n(C2CC2)c(=O)n3-c2cccc(C)c2)c1	11.8	-5.8
COc1ccc(NC(=O)C2CCc3sc(C(=O)N4CCCC4)cc3C2)c(C)c1 (centres undefined)	3.8	2.0
COc1cc(OC)c(OC)cc1CN1CCN(Cc2cccnc2)CC1	-1.3	-5.9
CCC(C(=O)N1CCCN(c2ncccc2-c2nc(C3CC3)no2)CC1)c1ccccc1 (centres undefined)	-7.1	-5.8
COc1cc(C=C2SC(=S)N(C(C)C(=O)O)C2=O)cc(OC)c1OC (centres undefined)	15.4	-61.0
N#Cc1ccc2snnc2c1	·	4.7
CN(c1ccc(F)cc1)S(=O)(=O)c1ccc2[nH]cc(C(=O)NC3CCCCCC3)c(=O)c2c1	33.0	3.1
COc1cccc(NC(=O)Cn2c(-c3nonc3N)nc3ccccc32)c1	-2.4	-4.3
Cc1ccccc1NC(=O)C(=O)NCc1ccco1	-12.9	2.9
Cc1ccc(Oc2ccc(NC(=O)c3ccccc3C)cc2)cc1	1.4	-7.7
CC1CN(S(=O)(=O)c2ccc(C(=O)Nc3nnc(-c4cccs4)o3)cc2)CC(C)O1 (centres undefined)	7.0	-2.1
COCCNC1CCc2ccccc2C1 (centres undefined)	-3.1	-1.8

Whole records, quoted from the list. Order of screens: mHTT CaM bind	Pf apPOL block
Profile of `Cc1ccc(NC(=O)CSc2nc3c(c(=O)n2Cc2ccccc2)SC(C)C3)cc1` (centres undefined) = 15.0	7.3
Profile of `Cc1nc2sccn2c1-c1csc(Nc2cccc(O)c2)n1` = 73.0*	-2.7
Profile of `O=C(c1ccc(I)cc1)N1CCN(c2ccc(F)cc2)CC1` = 6.0	-1.5
Profile of `O=C(CC1CCN(C(=O)C2CCCCC2)CC1)NCCC1=CCCCC1` = 19.8	1.8
Profile of `O=C(C1=C(O)C(=O)N(CCN2CCOCC2)C1c1ccc([N+](=O)[O-])cc1)c1ccco1` (centres undefined) = -18.3	2.1

(next part)
SMILES	mHTT CaM bind	Pf apPOL block
C#CCN(C)CCCOc1ccc(Cl)cc1Cl	·	-1.0
COc1ccc(C2CC(=O)Oc3c(C(CCN4CCCC(C)C4)c4ccc(N(C)C)cc4)c(OC)cc(OC)c32)cc1 (centres undefined)	100.8*	-6.1
O=C(c1ccc2c(c1)N(Cc1ccccc1F)C(=O)c1ccccc1S2)N1CCOCC1	24.0	-18.3
COc1ccc(C2CC(c3cc(Br)ccc3F)n3nnnc3N2)cc1 (centres undefined)	5.2&23.0	5.4&-0.7
Cc1ccc(C)c(NC(=O)N2CCCC2c2cc(C(C)C)on2)c1 (centres undefined)	-2.6	-5.6
C=CCn1nc2c(C)c(C)nc(-c3cccnc3)n2c1=O	-1.6	5.2
CC(=O)N1CCN(C(=O)C2CCCN(c3cnn(Cc4ccccc4)c(=O)c3)C2)CC1 (centres undefined)	1.6	-3.5
Cc1ccc(NC(=O)C2CCN(c3cc(N4CCOCC4)ncn3)CC2)cc1	15.2	-3.0
CCOc1ccc(N2C(=O)CC(Nc3ccc(N4CCOCC4)cc3)C2=O)cc1 (centres undefined)	-0.2	0.3
Cn1ncc([N+](=O)[O-])c1C(=O)Nc1ccc(Cl)cc1Cl	5.0	1.6
O=C(CSc1n[nH]c(-c2ccccc2)n1)Nc1nc2c(s1)CCCC2	19.5	-2.4
CC(C)CNC(=O)C1CC(c2ccc(F)cc2)=NO1 (centres undefined)	-9.3	-0.6
CCOc1ccc(CN2CCC(C(=O)NC3CCCCCC3)CC2)cc1	2.3	16.8
O=C(c1n[nH]c2c1CCCC2)N1CC2CC1CC2NS(=O)(=O)c1cccs1 (centres undefined)	2.0	-2.4
COc1cccc2c(=O)c(CN3CCCCC3)c(C)[nH]c12	-2.0	-2.9
COc1cc(C=C(C#N)C(N)=O)cc(Br)c1O	·	-7.0
COc1ccc(NC(=O)N2CCC(n3c(-c4ccco4)nc4cccnc43)C2)cc1Cl (centres undefined)	-4.8	-2.5
COc1ccc(-c2nc3ccccc3c(=O)n2CC(=O)Nc2ccc(C)cc2C)cc1OC	10.0	-2.5
